KCNK9 block: blocks the human KCNK9 two-pore domain potassium channel | Q9NPC2 | HEK293 KCNK9, FluxOR thallium flux fluorescence; hits give low values | B-score at 10 µM | actives 1.2% (n = 310,000) | AID 488922;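 active = ratio B-score over 3 SD below the library mean, with starting fluorescence within 5 SD of its mean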;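 also: negative B-score means less thallium flux so channel inhibition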
hERG protect: compounds protecting human hERG from proarrhythmic drug block; Q12809; CHO-hERG, FluxOR thallium flux, dofetilide IC70 present; activation (rescue from dofetilide block), less the hit threshold, % at 10 µM; actives 0.51% (n = 310,000); AID 1511;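 active = activation above the mean of controls blocked by dofetilide plus 5 SD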;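 also: thallium influx through hERG after potassium depolarization seen as dye fluorescence rise; in these data hits start at about 4.7%; inactives centre near -7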
RGS4 pot: RGS4 potentiation or activation. HEK293 M3R/inducible RGS4, carbachol calcium flux Fluo4; hits give low values. B-score at 10 µM. actives 0.92% (n = 310,000);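 active = B-score of the integrated calcium signal more than 4 SD below the library mean, with starting fluorescence not abnormally high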;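 also: negative B-score means reduced calcium response which marks RGS4 activation or potentiation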
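test system = M3R-expressing HEK293 line, RGS4 induced by doxycycline | probe or stimulus = carbachol at ECmax as muscarinic agonist stimulus | timing = dye loading 30 min 37 °C, buffer rest 30 min RT | signal = calcium dye Fluo4 fluorescence | evaluation = B score from integrated fluorescence ratio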
HDAC3 inh: blocks human histone deacetylase 3 | recombinant HDAC3, fluorogenic peptide/trypsin coupled, fluorescence | inhibition, % at 8.3 µM | actives 0.15% (n = 320,000) | AID 2718; in the data active = inhibition above about 26%, passing the limit was not always enough
Target sequence (O15379 whole entry, looked up): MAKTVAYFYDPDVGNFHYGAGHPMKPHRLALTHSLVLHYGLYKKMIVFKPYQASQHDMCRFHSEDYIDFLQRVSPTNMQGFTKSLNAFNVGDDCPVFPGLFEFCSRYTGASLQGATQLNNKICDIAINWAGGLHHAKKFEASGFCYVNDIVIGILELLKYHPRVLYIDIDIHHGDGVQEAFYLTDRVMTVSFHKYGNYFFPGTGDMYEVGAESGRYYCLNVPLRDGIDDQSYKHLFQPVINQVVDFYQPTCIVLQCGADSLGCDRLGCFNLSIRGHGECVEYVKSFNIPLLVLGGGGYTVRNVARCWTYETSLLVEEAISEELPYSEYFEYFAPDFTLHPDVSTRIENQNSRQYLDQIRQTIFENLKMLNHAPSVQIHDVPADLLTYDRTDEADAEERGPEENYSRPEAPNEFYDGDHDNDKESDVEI
DYRK1A inh: inhibitors of rat Dyrk1A kinase | ADP-Glo luminescence, NFATc1 peptide | inhibition, % at 12.5 µM | actives 0.43% (n = 310,000) | AID 504441; in the data active = inhibition above about 50%;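 also: plate controls were vehicle with enzyme for no effect and no enzyme for full effect; many of its hits are not listed in these tables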
GSK3A inh: inhibitors of human GSK-3 alpha kinase; P49840; ADP-Glo luminescence, 60 min; inhibition, % at 10 µM; actives 0.1% (n = 320,000);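 in the data active = inhibition above about 50%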;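 also: GST-tagged GSK-3 alpha with peptide substrate and 25 µM ATP; 0% = DMSO neutral wells and 100% = GW8510 positive control wells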
KCNQ1 pot: potentiates or activates the human KCNQ1 potassium channel. P51787. CHO-K1 KCNQ1, thallium flux FluxOR fluorescence; hits give high values. B-score at 10 µM. actives 0.35% (n = 310,000). AID 2648;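 active = fluorescence ratio B-score, a plate-corrected score, at least three library SD, with initial intensity B-score within 5 SD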
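assay system = CHO-K1 cells stably expressing KCNQ1 | medium = assay buffer, equal DMSO in all wells | timing = 37 °C overnight plating, 90-min dark dye load, 20-min compound pretreatment | measured by = kinetic FluxOR thallium fluorescence, 10-s 1-Hz baseline, 110-s post-stimulus read | measure = fluorescence change relative to baseline, converted to B score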
KCNQ1 inh: human KCNQ1 channel inhibition. P51787. CHO-K1 KCNQ1, FluxOR thallium flux fluorescence; hits give high values. B-score at 10 µM. actives 1.3% (n = 310,000). AID 2642;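 active = compounds whose thallium flux B-score, printed positive for inhibition, exceeds three library SD while starting fluorescence stays within three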;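 also: channel opened by potassium depolarization with thallium stimulus after 20 min compound exposure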
GSK3beta inhib: blocks human GSK3beta kinase activity. actives 0.038% (n = 300,000). P49841. GST-GSK3beta kinase, ADP-Glo luminescence, 60 min; hits give low values. activity score (negative = inhibition), % at 10 µM;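 active = more than half of replicate wells score below -50%, meaning over 50% inhibition versus plate controls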;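 also: 0% = median DMSO wells and -100% = median GW8510 positive control wells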
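Assay system: GST-tagged human GSK3beta kinase, cell-free; Input: 1.6 ng GSK3beta; Medium: Tris/MgCl2 kinase buffer; Timing: 60 min enzyme reaction, room temperature; Signal: ADP-Glo luminescence quantifying ADP generated by kinase; Evaluation: score relative to plate controls; Benchmarks: DMSO neutral wells and GW8510 at 20 µM as positive.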
KCNK3 block: human KCNK3 channel inhibition, primary screen; B-score at 10 µM; actives 0.84% (n = 340,000); O14649; CHO-KCNK3 thallium flux, FluxOR fluorescence; hits give low values;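 active = B-score under library mean minus 4 SD, starting fluorescence ratio at most library mean plus 5 SD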;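 also: more negative B-score means stronger inhibition of thallium flux through KCNK3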
Target sequence (O14649 whole entry, looked up): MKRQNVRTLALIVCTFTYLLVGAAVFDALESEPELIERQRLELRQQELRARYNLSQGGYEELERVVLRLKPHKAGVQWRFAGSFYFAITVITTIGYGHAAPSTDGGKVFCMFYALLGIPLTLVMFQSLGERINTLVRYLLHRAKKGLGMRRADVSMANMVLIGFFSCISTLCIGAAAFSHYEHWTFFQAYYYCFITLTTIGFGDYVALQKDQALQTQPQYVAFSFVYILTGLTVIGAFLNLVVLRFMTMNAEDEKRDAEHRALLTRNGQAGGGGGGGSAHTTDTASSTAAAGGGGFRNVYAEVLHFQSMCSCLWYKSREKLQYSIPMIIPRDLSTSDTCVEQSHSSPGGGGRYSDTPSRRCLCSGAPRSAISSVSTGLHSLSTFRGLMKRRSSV
PolyA inhibitor: inhibitors of polyadenylation in S. cerevisiae; calls only at 12 µM; S. cerevisiae SKY197-pL101 polyadenylation reporter, beta-gal luminescence; efflux-impaired pdr1/pdr3 knockout yeast; score 100 = 6 SD above DMSO; actives 0.02% (n = 300,000);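 active = lowest replicate activity score at least 50, where 100 means six control SD above control mean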;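 also: yeast exposed to compound for 9 h at 30 °C; higher score means more reporter readthrough which indicates perturbed polyadenylation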
Numbers without * were called inactive; i = inactive; · = no result given. An excerpt; count on the stated rates, not on these rows.

Key to letters: A = KCNK9 block; B = hERG protect; C = RGS4 pot; D = HDAC3 inh; E = DYRK1A inh; F = GSK3A inh; G = KCNQ1 pot; H = KCNQ1 inh; I = GSK3beta inhib; J = KCNK3 block; K = PolyA inhibitor
1. CC(C)CC(CC(C)C)=NNC(=O)c1ccc(CSc2nncn2C)cc1
  A: i; B: -8.9; C: i; D: 2.2; E: ·; F: -2.5; G: i; H: i; I: -2.1; J: i; K: i

2. COc1ccc(S(=O)(=O)N2CCOC23CCN(C(=O)c2c(F)cccc2Cl)CC3)cc1
  A: i; B: -7.5; C: i; D: -2.3; E: -1.7; F: -4.4; G: i; H: i; I: 4.0; J: i; K: i

3. COc1ccc(C(=O)N2CCC(C(=O)N3CCN(c4ccc(OC)cc4)CC3)CC2)cc1
  A: i; B: -8.5; C: i; D: -1.1; E: -2.5; F: -0.2; G: i; H: i; I: ·; J: i; K: i

4. Cc1cc(C)cc(-n2ncc3c2CCCC3NC(=O)c2ccccc2N2CCOCC2)c1 (centres undefined)
  A: i; B: -10.8; C: i; D: 5.1; E: 0.3; F: -2.0; G: i; H: i; I: 1.5; J: i; K: i

5. CC(=O)COc1cc2c(-c3cc4ccccc4o3)cc(=O)oc2cc1C
  A: i; B: -18.3; C: i; D: -1.3; E: -2.0; F: -2.0; G: i; H: i; I: -3.2; J: i; K: i

6. COCCn1c(SCC(=O)Nc2ccc(S(=O)(=O)N(C)C)cc2)nc2ccccc21
  A: i; B: -13.7; C: i; D: -0.5; E: -3.5; F: -1.5; G: i; H: i; I: -3.6; J: i; K: i

7. CC1CCCCN1C(=O)c1cnn2c(C(F)(F)F)cc(-c3ccco3)nc12 (centres undefined)
  A: i; B: -7.2; C: i; D: -3.0; E: 1.9; F: 0.5; G: i; H: i; I: -1.2; J: i; K: i

8. CCC(c1nnnn1Cc1ccccc1)N1CCN(c2ccccc2)CC1 (centres undefined)
  A: i; B: -5.7; C: i; D: 3.3; E: ·; F: -18.6; G: i; H: i; I: 1.7; J: i; K: i

9. CC1CN(C(=O)c2cccn(Cc3c(Cl)cccc3Cl)c2=O)CC(C)O1 (centres undefined)
  A: i; B: -22.0; C: i; D: 3.7; E: -5.5; F: -1.2; G: i; H: i; I: 0.0; J: i; K: i

10. CCOc1ccc(/C=C/C(=O)c2c(O)c3ccccc3oc2=O)cc1
  A: i; B: -18.1; C: i; D: -13.3; E: 1.5; F: 2.7; G: i; H: i; I: 1.7; J: i; K: i

An excerpt from above with just RGS4 pot, KCNQ1 pot and KCNQ1 inh:
cpd | SMILES | RGS4 pot | KCNQ1 pot | KCNQ1 inh
7 | CC1CCCCN1C(=O)c1cnn2c(C(F)(F)F)cc(-c3ccco3)nc12 (centres undefined) | i | i | i
4 | Cc1cc(C)cc(-n2ncc3c2CCCC3NC(=O)c2ccccc2N2CCOCC2)c1 (centres undefined) | i | i | i
1 | CC(C)CC(CC(C)C)=NNC(=O)c1ccc(CSc2nncn2C)cc1 | i | i | i
9 | CC1CN(C(=O)c2cccn(Cc3c(Cl)cccc3Cl)c2=O)CC(C)O1 (centres undefined) | i | i | i
6 | COCCn1c(SCC(=O)Nc2ccc(S(=O)(=O)N(C)C)cc2)nc2ccccc21 | i | i | i

The listing continues.
Key to letters: A = KCNK9 block; B = hERG protect; C = RGS4 pot; D = HDAC3 inh; E = DYRK1A inh; F = GSK3A inh; G = KCNQ1 pot; H = KCNQ1 inh; I = GSK3beta inhib; J = KCNK3 block; K = PolyA inhibitor
11. O=C(O)C(C(O)c1ccc([N+](=O)[O-])cc1)[n+]1ccccc1 (centres undefined)
  A: i; B: -5.5; C: i; D: 5.8; E: -0.2; F: -0.4; G: i; H: i; I: 0.6; J: i; K: i

12. COc1cc(CNCCN2CCOCC2)ccc1OCc1ccccc1Cl
  A: i; B: -2.4; C: i; D: 0.6; E: 4.9; F: 4.6; G: i; H: i; I: 0.2; J: i; K: i

13. CC(NC(=O)/C(=C\c1ccco1)NC(=O)c1ccco1)C(=O)O (centres undefined)
  A: i; B: -0.3; C: i; D: 8.1; E: -1.6; F: -0.9; G: i; H: i; I: -2.5; J: i; K: i

14. CC(=O)c1cc(F)c(N2CCN(CCC#N)CC2)cc1C
  A: i; B: -6.5; C: i; D: 10.2; E: 4.2; F: -1.3; G: i; H: i; I: -0.4; J: i; K: i

15. Cc1cc(C)c[n+](CC(=O)c2cc3ccccc3oc2=O)c1
  A: i; B: -5.3; C: i; D: -9.5; E: 12.8; F: -0.2; G: i; H: i; I: -0.1; J: i; K: i

16. COc1ccc(CN2CC(C(=O)NCCc3ccc(Cl)cc3)CC2=O)cc1 (centres undefined)
  A: i; B: -5.8; C: i; D: -9.7; E: ·; F: -3.0; G: i; H: i; I: 0.3; J: i; K: i

17. O=C(COC(=O)CCCOc1ccc(Cl)cc1Cl)NCc1ccccc1
  A: i; B: -7.4; C: i; D: -0.1; E: 1.3; F: -1.9; G: i; H: i; I: -1.4; J: i; K: i

18. Cn1ncc2c(=O)n(/N=C/c3ccccc3)cnc21
  A: i; B: -9.6; C: i; D: -6.7; E: -1.4; F: -1.9; G: i; H: i; I: -3.0; J: i; K: i

19. Cc1ccccc1OC(C)C(=O)NCCC1=CCCCC1 (centres undefined)
  A: i; B: -7.4; C: i; D: 5.8; E: 1.8; F: -1.1; G: i; H: i; I: -1.2; J: i; K: i

20. Nc1c(Cl)nc(-c2ccccc2)nc1Cl
  A: i; B: -3.8; C: i; D: 3.1; E: -3.2; F: -1.1; G: i; H: i; I: 0.5; J: i; K: i

A second format for some results above.
Order of results: KCNK9 block | hERG protect | RGS4 pot | HDAC3 inh | DYRK1A inh | GSK3A inh | KCNQ1 pot | KCNQ1 inh | GSK3beta inhib | KCNK3 block | PolyA inhibitor
[3] COc1ccc(C(=O)N2CCC(C(=O)N3CCN(c4ccc(OC)cc4)CC3)CC2)cc1
 : i | -8.5 | i | -1.1 | -2.5 | -0.2 | i | i | · | i | i
[4] Cc1cc(C)cc(-n2ncc3c2CCCC3NC(=O)c2ccccc2N2CCOCC2)c1 (centres undefined)
 : i | -10.8 | i | 5.1 | 0.3 | -2.0 | i | i | 1.5 | i | i

Following part.
Key to letters: A = KCNK9 block; B = hERG protect; C = RGS4 pot; D = HDAC3 inh; E = DYRK1A inh; F = GSK3A inh; G = KCNQ1 pot; H = KCNQ1 inh; I = GSK3beta inhib; J = KCNK3 block; K = PolyA inhibitor
21. CN1C(=O)Cc2cc(S(=O)(=O)NCc3c(F)cccc3Cl)ccc21
  A: i; B: -5.4; C: i; D: -7.4; E: 4.5; F: -0.8; G: i; H: i; I: 1.9; J: i; K: i

22. O=C(/C=C/c1ccc2c(c1)OCO2)NCC1CCCO1 (centres undefined)
  A: i; B: -7.3; C: i; D: 0.5; E: 35.0; F: 10.4; G: i; H: i; I: -0.2; J: i; K: i

23. CCOc1ccc(N2CC(C(=O)NCCN3C(=O)S/C(=C\c4ccc(OC)c(OC)c4)C3=O)CC2=O)cc1 (centres undefined)
  A: i; B: 2.5; C: i; D: 0.4; E: -0.2; F: -1.8; G: i; H: i; I: -0.1; J: i; K: i

24. Cc1ccccc1C(=O)N=c1c(C#N)cc2c(=O)n3cccc(C)c3nc2n1Cc1ccco1
  A: i; B: -16.1; C: i; D: -61.2; E: ·; F: 0.5; G: i; H: i; I: 0.4; J: ·; K: i

An excerpt of these results, with bars between the fields:
No. | SMILES | KCNK9 block | hERG protect | RGS4 pot | HDAC3 inh | DYRK1A inh | GSK3A inh | KCNQ1 pot | KCNQ1 inh | GSK3beta inhib | KCNK3 block | PolyA inhibitor
17 | O=C(COC(=O)CCCOc1ccc(Cl)cc1Cl)NCc1ccccc1 | i | -7.4 | i | -0.1 | 1.3 | -1.9 | i | i | -1.4 | i | i
18 | Cn1ncc2c(=O)n(/N=C/c3ccccc3)cnc21 | i | -9.6 | i | -6.7 | -1.4 | -1.9 | i | i | -3.0 | i | i
